USP1-UAF1 inh: USP1/UAF1 (human) deubiquitinase inhibition. recombinant USP1/UAF1, Ub-Rhodamine cleavage fluorescence. Potency, µM (titrated, usually from 57.1 µM), inactives show top-dose activity change, negative = inhibition, most hits filed as inhibitors. actives 0.23% (n = 390,000). AID 743255; also: potency is read from the fitted curve at half-maximal effect; % is scaled to controls: 0 for no effect and ±100 for the full control effect; nearly all actives have a fitted effect of over 60% in size; inactives centre near -12
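USP1/UAF1 complex at 1 nM was preincubated with compound for 15 min at room temperature, then Ub-Rho substrate (150nM final) was added. Fluorescence (480/540 nm) was read kinetically, 6 reads every 60 seconds.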
TrxR1 inh: inhibitors of rat thioredoxin reductase 1. O89049. recombinant rTrxR1, NADPH fluorescence consumption, selenite substrate. actives 1% (n = 390,000). AID 588453. Potency, µM (top dose mostly 114 µM), for inactives: top-dose activity change, negative = inhibition, most hits filed as inhibitors; also: potency is read from the fitted curve at half-maximal effect; % is scaled to controls: 0 for no effect and ±100 for the full control effect; nearly all actives have a fitted effect of over 65% in size
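Rat TrxR1 (90 nM in the dispensed reagent) was pre-reduced with 400 uM NADPH for 5 min at room temperature, then incubated with compound for 15 min. After 400 uM selenite was added, NADPH fluorescence (Ex 340/Em 450 nm) was followed for 8 min.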
mIDH1 inhibitor: human IDH1 R132H inhibition. O75874. IDH1-R132H enzyme, NADPH consumption, diaphorase/resazurin fluorescence. Potency, µM (series often up to 76.6 µM), for inactives: top-dose activity change, negative = inhibition, actives largely listed as inhibitors. actives 0.093% (n = 390,000). AID 602179; also: potency is read from the fitted curve at half-maximal effect; % is scaled to controls: 0 for no effect and ±100 for the full control effect; nearly all actives have a fitted effect of over 65% in size
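IDH1-R132H (0.5 ug/mL) preincubated 30 min with compound, then NADPH (0.016 mM) and alpha-KG (2 mM) added; 80 min at RT, pH 7.5. Remaining NADPH coupled via diaphorase/resazurin to fluorescence (540/590 nm); concentration-response curves normalized to no-enzyme control.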
TRHR agonist: TRH receptor (human) agonism; activation, % at 2 µM; actives 0.18% (n = 360,000); TRHR cells, calcium flux fluo-8, FDSS agonist mode; P34981; in the data active = activation above about 30%; also: 0% is about no effect
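Steps: seed TRHR cells overnight; add fluo-8 no-wash Ca dye, RT 30 min–1.5 h; record 10 s baseline; pin-transfer compounds; monitor fluorescence 1 cycle/s for the agonist window. Calcium increases flag candidate agonists.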
PI4K2A inh: blocks human PI4K2A kinase activity; Q9BTU6; purified PI4K2A, ADP-Glo luminescence, 1 h; stronger effect = lower value; activity change, negative = inhibition, % at 76.9 µM; actives 0.13% (n = 420,000); AID 1346378; in the data active = activity change below about -50%;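 also: -100% = wells without enzyme as full effect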
Target sequence (Q9BTU6 whole entry, looked up): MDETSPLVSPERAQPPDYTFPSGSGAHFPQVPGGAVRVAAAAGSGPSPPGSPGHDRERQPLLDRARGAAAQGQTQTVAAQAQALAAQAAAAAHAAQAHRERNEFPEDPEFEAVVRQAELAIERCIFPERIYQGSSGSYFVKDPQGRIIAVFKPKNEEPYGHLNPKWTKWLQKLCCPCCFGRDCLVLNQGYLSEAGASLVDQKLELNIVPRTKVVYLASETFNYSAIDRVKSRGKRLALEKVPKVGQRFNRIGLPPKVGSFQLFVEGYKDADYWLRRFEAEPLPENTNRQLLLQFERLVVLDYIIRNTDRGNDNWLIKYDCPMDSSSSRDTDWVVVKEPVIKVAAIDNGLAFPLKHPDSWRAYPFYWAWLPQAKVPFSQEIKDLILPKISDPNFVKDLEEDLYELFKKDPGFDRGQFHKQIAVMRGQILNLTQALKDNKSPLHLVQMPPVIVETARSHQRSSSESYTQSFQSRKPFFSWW
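Compounds are screened against recombinant PI4K2A using PI as substrate and ATP, the latter dispensed at 300 microM. Reactions run one hour at ambient temperature before ADP-Glo detection; full inhibition defined by wells lacking enzyme.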
D2 ag: activates the human D2 dopamine receptor | HEK293 T-REx D2 cells, calcium flux agonist mode | activation, % at 2 µM | actives 0.53% (n = 340,000) | AID 485358;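 active = activation over 3 SD above normal in the single-dose calcium agonist read, cut at about 30% in these data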; also: 0% is about no effect
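Tetracycline-induced HEK293 Trex cells with D2 receptor force-coupled to calcium signaling, plated overnight at 30 C and loaded with no-wash calcium dye. Calcium flux read kinetically for 180 s after compound addition; responses flag agonists.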
TRHR PAM: allosterically enhances the human TRH receptor; actives 0.66% (n = 360,000); AID 493056; enhancement, % at 2 µM; TRHR cells, fluo-8 calcium fluorescence, EC20 TRH enhancement; P34981; in the data active = enhancement above about 30%; also: 0% is about no effect
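Enhancer read-out: after compound pinning and an initial kinetic agonist-mode read, an EC20 of TRH (10 nM final) was injected and fluo-8 calcium signal (Ex 480/Em 530) followed at 1 s/cycle for 100 cycles in TRHR-expressing cells.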
D2 antagonist: antagonizes the human D2 dopamine receptor; actives 2% (n = 340,000); AID 485344; HEK293 TREx D2 cells, calcium flux, dopamine EC80; inhibition, % at 10 µM; P14416; in the data active = inhibition above about 30%; also: 0% is about no effect
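Compounds are added to dye-loaded, induced HEK293 T-REx cells coupled to calcium release via D2; after a 3 min kinetic read an EC80 dopamine stimulus is given and fluorescence is recorded for 3 more min.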
TrxR1 substrate: is turned over as a substrate by rat TrxR1. Potency, µM (top dose mostly 114 µM), without a hit: at the top dose activity change, negative = substrate turnover. AID 588456. actives 0.01% (n = 390,000). purified TrxR1 substrate turnover, NADPH consumption readout. O89049; also: potency is read from the fitted curve at half-maximal effect; % is scaled to controls: 0 for no effect and ±100 for the full control effect; nearly all actives have a fitted effect of over 50% in size
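Rat TrxR1, dispensed at 90 nM, was prereduced with 400 uM NADPH (final) for 5 min at ~22 deg C, then incubated with compound 15 min before 400 uM selenite. A first-read NADPH fluorescence drop versus no-compound background flagged substrates.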
* hit, by the source's call; x = no result given; & = joins results of further samples; [ ] = dose if it differs, or a comment. Unless noted, calls follow the shape of the dose curve; as a rule, active = well fitted inhibition curve with a large enough effect; inconclusive = small, poorly fitted or top-dose-only effect; inactive = no such curve, though single readings can be large or run the other way.

Key to letters – A = USP1-UAF1 inh; B = TrxR1 inh; C = mIDH1 inhibitor; D = TRHR agonist; E = PI4K2A inh; F = D2 ag; G = TRHR PAM; H = D2 antagonist; I = TrxR1 substrate
> CCCOc1ccc(C(=O)Nc2ccc3c(c2)OCO3)cc1
  A: -23% | B: 2% | C: -9% | D: 0.2 | E: -6 | F: x | G: -2 | H: x | I: -4%

> Cc1cc(-c2ccccc2)n2nc(C)c(C#N)c2n1
  A: -1% | B: 9%[57.1 µM] | C: -4% | D: -0.9 | E: 1 | F: -0.1 | G: 1 | H: -2 | I: 39%[activator][57.1 µM]

> CN(C)c1ccc(C(CNS(=O)(=O)c2ccc(F)c(F)c2)c2c[nH]c3ccccc23)cc1 (stereo not given)
  A: -22% | B: -16% | C: 1% | D: -0.2 | E: 1 | F: 0.3 | G: -4 | H: -4 | I: -16%

> COc1cc(NC(=O)Cn2nc(Cc3cccnc3)c3ccccc3c2=O)cc(OC)c1OC
  A: 2%&4% | B: -5% | C: -12%&15% | D: -0.9&0.7 | E: -1&-2 | F: -0.6&0.4 | G: 2&-6 | H: 4 | I: -7%

> COc1ccc(-c2[nH]c(-c3cccc(OC)c3)nc2SCC(=O)Nc2ccc3c(c2)OCO3)cc1
  A: -18% | B: 7% | C: 24% | D: -1.1 | E: -1 | F: -1.7 | G: -3 | H: x | I: 8%

> CC1(c2ccccc2)NC(=O)N(CC(=O)Nc2ccc(S(=O)(=O)NC3=NCCCCC3)cc2)C1=O (stereo not given)
  A: -6% | B: 10% | C: -11% | D: x | E: 4 | F: x | G: x | H: x | I: 0%

> COc1ccc(CC(=O)Nc2nnc(C(C)(C)C)s2)cc1OC
  A: -10% | B: 10% | C: 6% | D: -0.1 | E: -15 | F: -1.6 | G: 4 | H: 27 | I: 3%

> O=C(Cn1nc(C(F)F)cc1C(F)F)N/N=C/c1ccc2c(c1)OCO2
  A: 2% | B: 8% | C: 1% | D: x | E: -21 | F: x | G: x | H: x | I: 3%

> Cc1noc(/C=C/c2ccccc2F)c1S(=O)(=O)N1CCC(C(=O)Nc2ccc(C#N)cc2)CC1
  A: -24% | B: 29%[57.1 µM] | C: 4% | D: 0.5 | E: -20 | F: 0.2 | G: -1 | H: x | I: 4%[57.1 µM]

> COc1ccc(C)cc1S(=O)(=O)NC(C)C(=O)Nc1ccc2c(c1)OCO2 (stereo not given)
  A: -12% | B: 18%[57.1 µM] | C: 12% | D: -0.1 | E: -6 | F: 0.6 | G: 14 | H: 10 | I: -16%[57.1 µM]

> COC(=O)CN1C(=O)C(O)=C(C(C)=O)C1c1ccc([N+](=O)[O-])cc1 (stereo not given)
  A: -1% | B: -3% | C: 8% | D: 1.0 | E: -2 | F: x | G: -3 | H: x | I: -12%

> CCCNc1nc(-c2cc(-c3ccc(Cl)cc3)on2)cc(C(C)C)n1
  A: -10% | B: 43%[activator][57.1 µM] | C: 3% | D: 0.6 | E: -1 | F: 0.2 | G: 1 | H: 0 | I: 20%[57.1 µM]

> CCC1CCCCN1CCCNC(=O)COc1cc(=O)n(C)c2ccccc12 (stereo not given)
  A: -22% | B: -9% | C: 4% | D: -0.5 | E: -7 | F: -0.2 | G: -3 | H: -6 | I: -3%

> Cc1cc(Cl)ccc1OCc1nc(-c2ccncc2)no1
  A: -18% | B: 25%[57.1 µM] | C: 15% | D: -0.8 | E: 5 | F: -0.4 | G: 5 | H: 15 | I: -4%[57.1 µM]

> COc1cc(/C=N/n2cc(-c3ccccc3)[nH]c2=S)cc(OC)c1O
  A: -11% | B: -9% | C: 3% | D: 0.5 | E: 2 | F: 0.3 | G: 11 | H: -4 | I: 25%

> COC(=O)CSc1nc2cc(C)ccc2cc1C#N
  A: -21% | B: -12% | C: 3% | D: 7.1 | E: 3 | F: 4.9 | G: 10 | H: 8 | I: -6%

> O=C1NC2(CCCCCC2)C(=O)N1Cc1ccccc1
  A: -25% | B: 6% | C: 11% | D: 0.6 | E: 4 | F: 1.0 | G: 7 | H: -4 | I: 1%

> COc1cc(SC)ccc1C(=O)NCc1ccccc1
  A: 2% | B: 2% | C: 1% | D: -1.9 | E: -1 | F: x | G: -4 | H: x | I: -4%

> COc1ccc2oc(C(=O)OCC(=O)N(C)c3c(N)n(Cc4ccccc4)c(=O)[nH]c3=O)c(C)c2c1
  A: -18% | B: 7% | C: 0% | D: 0.5 | E: 0 | F: -0.1 | G: 1 | H: 7 | I: 16%

> Clc1nc(-c2n[nH]nc2Cl)n[nH]1
  A: -10% | B: -9% | C: 3% | D: 0.0 | E: 3 | F: 0.0 | G: 0 | H: 8 | I: -3%

> CC(=O)c1ccc(NC(=O)CSc2nnc(C3CC3)n2C)cc1
  A: 0% | B: 9% | C: 7% | D: 0.1 | E: 8 | F: -0.6 | G: 21 | H: 8 | I: 2%

3 compounds out of the list above, arranged by the value under TRHR PAM, rising:
Compound	TRHR PAM
CCC1CCCCN1CCCNC(=O)COc1cc(=O)n(C)c2ccccc12 (stereo not given)	-3
COc1ccc(CC(=O)Nc2nnc(C(C)(C)C)s2)cc1OC	4
Cc1cc(Cl)ccc1OCc1nc(-c2ccncc2)no1	5

Quoted at random: 2 records from the list.
Key to letters – A = USP1-UAF1 inh; B = TrxR1 inh; C = mIDH1 inhibitor; D = TRHR agonist; E = PI4K2A inh; F = D2 ag; G = TRHR PAM; H = D2 antagonist; I = TrxR1 substrate
> CC(=O)c1ccc(NC(=O)CSc2nnc(C3CC3)n2C)cc1
  A: 0% | B: 9% | C: 7% | D: 0.1 | E: 8 | F: -0.6 | G: 21 | H: 8 | I: 2%

> COc1ccc(C)cc1S(=O)(=O)NC(C)C(=O)Nc1ccc2c(c1)OCO2 (stereo not given)
  A: -12% | B: 18%[57.1 µM] | C: 12% | D: -0.1 | E: -6 | F: 0.6 | G: 14 | H: 10 | I: -16%[57.1 µM]
